Screening results deposited in PubChem BioAssay by National Center for Advancing Translational Sciences (NCATS).
HEK293 tox = cytotoxic in the GLP-1 receptor inverse agonist counter-screen; HEK293 cAMP-luciferase reporter cells, luminescence, 24 h; Potency, µM (series often up to 38.3 µM), for inactives: at the top dose activity change, negative = inhibition, most hits filed as inhibitors; actives 0.13% (n = 410,000);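 also: loss of luciferase light is scored as toxicity; potency is read from the fitted curve at half-maximal effect; % is scaled to controls: 0 for no effect and ±100 for the full control effect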
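Luminescence readout: signal drop marks cytotoxicity. Plated cells grew 12 h at 37 °C, 5% CO2, received 23 nL compound for 24 h, then got luciferase reagent, read after 12 min at RT.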
KB-3-1 cytotox = kills parental KB-3-1 adenocarcinoma cells; KB-3-1 viability, CellTiter-Glo ATP luminescence, 72 h; Potency, µM (titrated, usually from 46.1 µM), for the others: top-dose activity change, negative = cytotoxic, usual class: cytotoxic; actives 1.4% (n = 400,000); AID 1347075; also: potency is read from the fitted curve at half-maximal effect; % is scaled to controls: 0 for no effect and ±100 for the full control effect; nearly all actives have a fitted effect of over 60% in size
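KB-3-1 cells, DMEM (no phenol red) + 10% FBS; compound by pin transfer, 72 h, 37 °C. Readout: CellTiter-Glo luminescence after 10 min. Data normalized, curve-fitted.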
DRD3 agonist = D3 dopamine receptor (human) agonism | AID 652048 | actives 0.58% (n = 410,000) | max activation, % | D3R DiscoveRx beta-arrestin cells, luminescence, 90 min | P35462; in the data active = max activation above about 30%; also: 0% is about no effect; mostly tested at two doses, the higher about 12 µM
Target sequence (P35462 whole entry, looked up): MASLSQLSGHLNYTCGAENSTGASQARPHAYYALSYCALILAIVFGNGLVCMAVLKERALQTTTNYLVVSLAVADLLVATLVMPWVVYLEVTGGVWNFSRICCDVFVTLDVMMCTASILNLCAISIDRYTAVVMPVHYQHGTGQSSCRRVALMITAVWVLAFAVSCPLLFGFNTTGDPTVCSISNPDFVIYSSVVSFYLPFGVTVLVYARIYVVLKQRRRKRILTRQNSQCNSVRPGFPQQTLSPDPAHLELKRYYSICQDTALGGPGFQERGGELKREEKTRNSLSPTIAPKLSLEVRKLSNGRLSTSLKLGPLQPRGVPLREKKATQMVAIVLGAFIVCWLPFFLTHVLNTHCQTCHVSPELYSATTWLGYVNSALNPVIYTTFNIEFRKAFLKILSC
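Cells at 1500/well, incubated overnight, then treated with pinned compounds (dopamine as control) for 90 min at 37 degrees C. DiscoveRx reagent added for 30 - 60 minutes at room temperature; luminescence read.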
HT1080 IDH1KD tx = toxicity to HT-1080 IDH1 knockdown cells (counter line); HT-1080 IDH1 knockdown viability, ATP luminescence, 48 h; Potency, µM (highest dose often 46.1 µM), for the others: at the highest dose activity, negative = toxicity, actives largely listed as cytotoxic; actives 2% (n = 360,000);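 also: potency is read from the fitted curve at half-maximal effect; 0% = DMSO wells and -100% = cell-free medium wells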
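Using the IDH1-knockdown HT-1080 line run in the same batch and compound series as the NT line, viability after 48 h at 37 °C was determined by CellTiter-Glo luminescence and expressed as % activity.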
HT1080-NT tox = kills 2HG-producing HT-1080-NT fibrosarcoma cells; HT-1080-NT fibrosarcoma viability, CellTiter-Glo ATP luminescence, 48 h; actives 1.6% (n = 360,000); Potency, µM (highest dose often 46.1 µM), for the others: at the top dose activity, negative = less viability, actives largely listed as cytotoxic;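 also: NT is the 2HG producing partner of a matched IDH1 knockdown line; potency is read from the fitted curve at half-maximal effect; 0% = DMSO-treated cells and -100% = media-only wells without cells; nearly all actives have a fitted effect of over 55% in size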
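Luminescent CellTiter-Glo readout after 48 hours of compound exposure at 37 degrees C defined viability of HT-1080-NT cells. Activity was normalized to DMSO wells and cell-free media wells; concentration-response curves were fitted and assigned curve classes.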
MCF10A rereplic = induces DNA re-replication in MCF 10a normal breast cells. actives 2.9% (n = 350,000). Potency, µM (series often up to 46.1 µM), inactives show at the highest dose activity, positive = re-replication, actives largely listed as activators. MCF 10A DNA re-replication, Hoechst nuclear intensity, 48 h; also: potency is read from the fitted curve at half-maximal effect; % of control where 0% means no effect; nearly all actives have a fitted effect of over 50% in size
SW480 rereplic = inducers of DNA re-replication in SW480 colon cancer cells | Potency, µM (highest dose often 46.1 µM), for inactives: at the top dose re-replication activation, hits mostly activators | actives 1.8% (n = 340,000) | SW480 DNA re-replication, Hoechst DNA content imaging, 48 h | AID 624297; also: potency is read from the fitted curve at half-maximal effect; % of control where 0% means no effect; nearly all actives have a fitted effect of over 55% in size
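DNA re-replication was detected as more nuclei of elevated Hoechst intensity after 48 hr exposure to compound (23 nL pinned per well of 250 cells).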
IL-1B inflam inh = inflammasome signaling inhibition, IL-1 beta readout; THP-1 LPS/ATP IL-1B secretion, AlphaLISA, 16 h; stronger effect = lower value; activity change, % at 57.5 µM; actives 4.7% (n = 360,000); AID 743279; in the data active = activity change below about -50%; inconclusive = mostly about -30% to -49%; also: % is scaled to controls: 0 for no effect and ±100 for the full control effect
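Secreted IL-1B measured by AlphaLISA bead assay after 16 h compound exposure of THP-1 cells; compounds (final up to 57.5 uM) added 1 h before LPS (250 ng/mL) and ATP (1.25 mM) stimulation; lower signal means less secretion.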
KB-V1 MDR tox = KB-V1 MDR subline cytotoxicity; actives 3.4% (n = 400,000); Potency, µM (top dose mostly 46.1 µM), inactives show at the highest dose activity change, negative = cytotoxicity, hits mostly cytotoxic; KB-V1 MDR cells viability, CellTiter-Glo, 72 h; also: potency is read from the fitted curve at half-maximal effect; % is scaled to controls: 0 for no effect and ±100 for the full control effect; nearly all actives have a fitted effect of over 60% in size
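Cells of the MDR subline KB-V1 are plated, dosed with compound at multiple concentrations, and incubated 72 h at 37 degrees C; CellTiter-Glo is then added and luminescence read after 10 min.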
An asterisk follows results filed as active; i = inactive; ? = inconclusive; . = no result given; [ ] = another dose, or the depositor's remark. Unless noted, calls follow the shape of the dose curve; as a rule, active = well fitted curve in the direction sought with a large enough effect; inconclusive = small, poorly fitted or top-dose-only effect, or another doubt; inactive = no such curve, though single readings can be large; an effect the other way counts as inactive or inconclusive.

Below each compound – KB-V1 MDR tox	DRD3 agonist	HEK293 tox	KB-3-1 cytotox	HT1080 IDH1KD tx	HT1080-NT tox	IL-1B inflam inh	SW480 rereplic	MCF10A rereplic
- CC(C)NC(=O)C12CC3CC(C1)CC(n1cnc(Cl)n1)(C3)C2
 : -1.0%	-0.8	-6.1%	-3.8%	-1.1%	0.7%	-4.4	1.4%	1.6%
- CCCN(CC1CC1)C(=S)NC(=O)c1ccccc1Br
 : -14.8%	1.0	?	-1.2%	-2.4%	-8.2%[9.24 µM]	4.9	-4.6%	-7.6%
- O=C(NCCN1CCNC1=O)C1CCC(=O)N(CCc2ccccc2)C1 (configuration not stated)
 : ?	9.2	1.8%	-1.7%	6.5%	10.3%	21.5	-10.5%	-3.3%
- C[C@H](NC(=O)c1nc[nH]c1C(=O)NC(c1ccccc1)c1ccccc1)C(=O)OCc1ccccc1
 : 5.3%	-7.7	-2.2%	-1.7%	-9.6%	?	4.3	3.7%	-21.1%
- CCN(CC)CC(=O)c1ccc(-c2ccccc2)cc1
 : -10.0%	-33.0	-12.2%	0.9%	?	?	0.0	2.9%	175.7%
- CN(C)C(=O)CCSc1nnc(-c2ccco2)o1
 : 2.8%	-1.5	17.1%[0.307 µM]	13.5%	4.8%	17.5%	22.1	-14.0%	-0.9%
- Cc1ccc(CNC(=O)c2oc3ccc(S(=O)(=O)N4CCC(C)CC4)cc3c2C)cc1
 : 5.3%	0.6	2.8%	0.8%	.	.	.	.	.
- CN(CC(=O)Nc1ccc(Cl)c(C(F)(F)F)c1)C(=O)/C=C/c1ccco1
 : -29.9%	1.4	-14.3%	1.0%	-5.8%	2.9%	i	-4.9%	?
- CCOC(=O)CSc1nc2sc3c(c2c(=O)n1-c1ccc(OC)cc1)CCN(C)C3
 : -4.9%	-10.5	2.1%	?	-1.4%	2.7%	10.7	-0.4%	8.7%
- Cc1ccc(C)c(N2CCN(C(=O)C(Cc3ccccc3)n3cccc3)CC2)c1 (configuration not stated)
 : ?	-6.3	-16.1%	?	-12.4%	?	8.5	?	22.3%

Other structures.
Below each compound – KB-V1 MDR tox	DRD3 agonist	HEK293 tox	KB-3-1 cytotox	HT1080 IDH1KD tx	HT1080-NT tox	IL-1B inflam inh	SW480 rereplic	MCF10A rereplic
- O=C(c1ccco1)N1CCN(S(=O)(=O)c2cccs2)CC1
 : -17.1%	-2.1	2.8%	-2.7%	-0.6%	15.0%	-6.1	-1.7%	3.2%
- CC(=O)Nc1ccc(S(=O)(=O)N2CCN(c3cccc(C)c3C)CC2)cc1
 : 14.7%	-7.0	-9.9%	?	?	-12.9%	12.1	?	?
- c1ccc(C2NCCn3cccc32)cc1 (configuration not stated)
 : 2.7%	-6.4	-24.5%	0.1%	-4.3%	-10.3%	-1.7	-5.7%	-3.7%
- O=C(CSc1ncc(C(F)(F)F)cc1Cl)N1CCN(S(=O)(=O)c2ccc(Cl)cc2)CC1
 : 5.2%	0.7	-20.9%	3.8%	1.0%	?	?	-9.6%	9.4%
- COc1ccc(C2C(C#N)=C(/N=C/N3CCN(C)CC3)OC3=C2C(=O)CC(C)(C)C3)cc1OC (configuration not stated)
 : -11.0%	-1.0	-2.7%	1.2%	8.5%	10.1%	-11.1	-1.4%	-9.1%
- COc1ccc(C(=O)/C=C/C(=O)N(Cc2ccc(F)cc2)C(C(=O)NC2CCCCC2)c2ccncc2)c(O)c1 (configuration not stated)
 : 0.731µM*	5.3	-5.8%	?	-9.8%	-4.4%	-64.5*	?	8.8%
- COc1ccc(CCNC(=O)CS(=O)(=O)c2cn(CC(=O)N3CCOCC3)c3ccccc23)cc1OC
 : -6.6%	-10.7	-4.3%	0.3%	2.9%	-0.3%	15.2	5.3%	-3.7%
- O=C(COc1ccc(Cl)cc1)NCc1ccc(F)cc1
 : 0.9%	0.5	-17.8%	18.4%	0.2%	-1.6%	-4.5	-0.9%	0.0%
- CCn1cc(CN2CCCC(CNS(=O)(=O)Cc3ccccc3)C2)cn1 (configuration not stated)
 : ?	-0.1	-4.2%	-8.6%	18.1%	8.9%	7.8	1.7%	-1.7%
- Cc1c(NS(=O)(=O)c2ccc3c(c2)OCCO3)cccc1-c1nc2cccnc2s1
 : 4.3%	8.7	-4.2%	?	-2.3%	-8.5%	-5.7	0.1%	1.2%

The listing continues.
Below each compound – KB-V1 MDR tox	DRD3 agonist	HEK293 tox	KB-3-1 cytotox	HT1080 IDH1KD tx	HT1080-NT tox	IL-1B inflam inh	SW480 rereplic	MCF10A rereplic
- O=C(NCCCN1CCCC1=O)C1CCCO1 (configuration not stated)
 : 8.7%	-3.8	-4.6%[0.307 µM]	1.3%	-2.9%	1.6%	-5.0	2.1%	1.7%
- CCOC(=O)c1[nH]c(=O)[nH]c1CSc1nc(C)cc(C)n1
 : -19.9%	0.4	?	3.1%	0.9%	11.1%	0.0	1.3%	-9.8%
- COc1ccc(-n2nc3ccccc3n2)cc1
 : ?	-0.6	2.8%	1.3%	6.9%	5.6%	4.6	5.2%	17.6%
- Cc1cc(C)n2nc(SCC(N)=O)nc2n1
 : -1.2%	-5.3	10.5%	-5.9%	-0.6%	-10.2%	-13.9	-17.4%	-21.6%
- Cc1ccc(-n2nc(C(=O)N3CCC(C)CC3)c(=O)n(C)c2=O)cc1
 : ?	-5.9	-0.7%	9.8%	.	.	.	.	.
- CC(C)[C@@H](N)C(=O)NC[C@H]1O[C@@H](n2cnc3c(N)ncnc32)[C@H](O)[C@@H]1O
 : -2.4%	11.3	3.1%	0.0%	0.9%	-1.1%	30.9	-3.7%	-11.0%
- CCOC(=O)c1c(N)sc2c1CCC(CC)C2 (configuration not stated)
 : ?	2.8	16.7%	2.0%	-26.9%	-9.6%	-13.1	3.7%	?
- COc1ccc(CC(=O)NCc2nnc(SCC(=O)Nc3ccc(OC)cc3)n2C)cc1
 : -16.5%	-1.7	-10.1%	2.2%	-13.5%	1.4%	7.7	-114.3%[inhibitor]	-3.1%
- COCCN(C(=O)COC(=O)CC1CCCCC1)c1c(N)n(Cc2ccccc2)c(=O)[nH]c1=O
 : ?	-9.1	-7.1%	19.4%	-2.6%	-4.4%	8.6	-2.3%	-0.4%
- CCc1cccc(C)c1NC(=O)CC(C)(C)CC(=O)O
 : ?	16.4	4.0%	-0.1%	0.8%	-7.2%	8.2	-9.5%	-4.4%

New compounds follow
Below each compound – KB-V1 MDR tox	DRD3 agonist	HEK293 tox	KB-3-1 cytotox	HT1080 IDH1KD tx	HT1080-NT tox	IL-1B inflam inh	SW480 rereplic	MCF10A rereplic
- O=C(NCCCn1ccnc1)c1cc(-c2ccc(Br)cc2)on1
 : -5.9%	0.5	0.5%	-3.9%	-1.6%	-2.8%	?	-8.3%	?
- CC1CCN(c2oc(-c3ccc(COc4ccc(Cl)cc4)o3)nc2C#N)CC1
 : -25.2%	-9.1	-6.8%	-17.9%	.	.	.	.	.
- CC(C)Cc1[nH]c(=O)c(C#N)c2c1CCCC2
 : -18.1%	3.2	4.5%	1.9%	8.1%[9.24 µM]	?	6.8	?	-24.8%
- CCCNC(=O)c1ccc(-c2nc(CS(=O)(=O)c3ccc(C)cc3)c(C)o2)cc1
 : ?	2.0	-6.3%	-4.1%	.	.	.	.	.
- Cc1ccc(-c2nc3c(Cl)cc(Cl)cc3c(=O)n2O)cc1
 : -6.7%	-0.2	-3.3%	-11.3%	-13.1%	-14.4%	40.3	-3.4%	?
- CC1=C(C#N)C(=O)NC(=O)/C1=C\c1ccc(-c2ccc(C)cc2[N+](=O)[O-])o1
 : ?	3.2	10.2%	11.6%	21.4%	6.8%	-4.7	-6.1%	-2.4%
- Cc1ccc2nc(-c3cccnc3)c(NC3CCCC3)n2c1
 : 2.59µM*	-23.4	15.2%	0.5%	6.2%	1.6%	-1.1	-5.4%	14.8%
- COc1c(C(=O)NCCSC(C)(C)C)ccc2ccccc12
 : -0.1%	5.6	17.8%	0.9%	6.1%	8.0%	-6.2	0.3%	3.7%
- CCCOC(=O)Nc1ccc(C(N)=O)cc1
 : 18.3%	-3.2	62.7%[activator]	-2.4%	15.0%	20.2%	-1.3	-2.7%	17.2%
- O=S1(=O)C=C[C@@H](COCc2ccccc2)N1Cc1ccc(Br)cc1
 : -0.8%	-10.4	2.5%	0.0%	-9.8%	-7.9%	-27.1	.	.

(continued)
Below each compound – KB-V1 MDR tox	DRD3 agonist	HEK293 tox	KB-3-1 cytotox	HT1080 IDH1KD tx	HT1080-NT tox	IL-1B inflam inh	SW480 rereplic	MCF10A rereplic
- O=C(NC(CO)Cc1ccccc1)c1ccccc1 (configuration not stated)
 : ?	-10.5	-6.3%	4.5%	15.2%	22.5%	0.7	2.0%	7.4%
- COC(=O)c1c(N)n(-c2ccc(NC(C)=O)cc2)c2nc3ccccc3nc12
 : -5.0%	-3.5	143.6%[activator]	-20.8%	9.7%[9.24 µM]	9.3%	-52.2*	-4.7%	0.1%
- Cc1ccc(C(=O)/C=C/c2ccc3c(c2)OCCO3)c(O)c1
 : 10.7%	0.7	-1.1%	1.5%	-19.1%	-18.1%	-93.3*	-2.5%	?
- Cc1cccc(N(CC(=O)NCc2ccc(F)cc2)C(=O)c2ccco2)c1
 : -0.8%	-11.9	2.2%	8.7%	7.4%	-6.2%	-17.6	?	4.0%
- O=c1c(Cc2ccc(F)cc2)c(O)ccn1Cc1ccc(F)cc1
 : ?	1.8	-10.7%	-13.5%	-6.2%	12.4%	6.3	-53.6%[inhibitor]	0.3%
- Cc1ccc2ccccc2c1C(O)c1ncc(-c2cccc(F)c2)[nH]1 (configuration not stated)
 : 2.2%	4.9	-3.8%	0.0%	-23.3%	-19.5%	45.2	.	.

Outcome played no part in choosing rows; any-hit rate near 11%.
